Source: PubChem
PfGluPho inh = PfG6PD enzyme inhibitors, primary screen, biochemical, fluorescence intensity, uHTS; inhibition, % at 20 µM; 350,000 tested, 0.78% active; glucose-6-phosphate dehydrogenase-6-phosphogluconolactonase (Plasmodium falciparum 3D7); PfGluPho enzyme, NADPH resazurin-diaphorase fluorescence;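 active = inhibition reaching at least a set limit at 20 µM in the primary screen, cut at about 59% in these data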;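 note: 0% = DMSO wells with substrate and 100% = DMSO wells lacking glucose-6-phosphate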
HKDC1 inhibitor = HKDC1 hexokinase inhibitors, primary screen, biochemical, fluorescence, uHTS. Q2TB90. recombinant HKDC1, G6PDH/diaphorase resazurin coupled fluorescence. inhibition, % at 20 µM. 340,000 tested, 0.16% active. AID 493160, 2011;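 active = inhibition above about 35% when tested at 20 µM, limit read from the data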;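 note: plate controls were DMSO wells with enzyme for no effect and DMSO wells lacking enzyme for full effect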
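Test system: recombinant HKDC1 (HK5) hexokinase enzyme, produced in-house / Doses: 20 µM test compound, 1% DMSO / Timing: 90 min, room temperature / Detection: G6PDH/diaphorase-coupled fluorescence, 1 mM NADP, 100 µM resazurin, 525/613 nm / Control set: DMSO wells with and without enzyme mix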
ATG4B inh = ATG4B protease inhibitors, primary screen, biochemical, fluorescence, uHTS; Cysteine protease ATG4B (Homo sapiens), Q9Y4P1; ATG4B cleavage of LC3-PLA2, NBD-HPC fluorescence, 1 h; inhibition, % at 8.33 µM; 340,000 tested, 0.51% active; AID 504462, 2011; in the data active = inhibition above about 40%
Starred values were filed as active, the others as inactive. A portion of the library; rates above refer to the full screens.

The first two entries, ahead of the listing:
mol | PfGluPho inh | HKDC1 inhibitor | ATG4B inh
COc1ccc(OC)c(C2C/C(=N/O)C(C)C(c3cc(OC)ccc3OC)N2)c1 (stereo not given) | -17 | -4 | -2
Cn1c(C(=O)NCCCN2CCN(c3ccc(F)cc3)CC2)cc2c(=O)n(C)c3ccccc3c21 | 28 | 9 | -6

Main list, from the start:
mol | PfGluPho inh | HKDC1 inhibitor | ATG4B inh
COc1ccc(OC)c(C2C/C(=N/O)C(C)C(c3cc(OC)ccc3OC)N2)c1 (stereo not given) | -17 | -4 | -2
Cn1c(C(=O)NCCCN2CCN(c3ccc(F)cc3)CC2)cc2c(=O)n(C)c3ccccc3c21 | 28 | 9 | -6
Cc1c(N(C)S(=O)(=O)c2ccc(Cl)c(C(=O)NCC(C)(C)N3CCOCC3)c2)c(=O)n(-c2ccccc2)n1C | 6 | -5 | -6
CCOC(=O)CCC(NC(=O)c1ccc(CNc2nc3cc(C(F)(F)F)ccc3nc2C(=O)OCC)cc1)C(=O)OCC (stereo not given) | -20 | -3 | 3
CCN(CC)CCCn1c(C)cc2c(c1=O)C(c1cccc(Cl)c1)C(C#N)=C(N)O2 (stereo not given) | -2 | -1 | 9
CC1(c2ccccc2)NC(=O)N(CC(=O)NCCN2C(=O)S/C(=C\c3cccnc3)C2=O)C1=O (stereo not given) | 1 | -1 | -23
O=[N+]([O-])c1ccc2c(c1)C(=NO)c1cc(F)ccc1-2 | 13 | 10 | -4
S=C1Cc2ccccc2N1 | 67* | -303 | -4
CC(=O)OC1CCC2(C)C(=CCC3C2CCC2(C)C3CC3ON=C(C)C32)C1 (stereo not given) | -11 | -4 | 3
CC(=NNC(=O)c1ccncc1)c1ccccc1Cl | 9 | -4 | 2
COc1ccccc1NC1=C(NC(C)=O)C(=O)c2ccccc2C1=O | 11 | 13 | 7
CCOC(=O)N1CCN(c2c(N3CCN(c4cccc(C)c4C)CC3)c(=O)c2=O)CC1 | -28 | 1 | 1
Nc1nc(N)c2[nH]c(=S)[nH]c2n1 | 53 | -8 | 3
Cc1cnc(C(=O)N2CCN(S(=O)(=O)c3cc(C(F)(F)F)cc(C(F)(F)F)c3)CC2)cn1 | 1 | 4 | 0
OC(COc1cccc2ccccc12)CN1CCOCC1 (stereo not given) | -2 | -7 | -6
COc1ccc(C(CNC(=O)c2cccc(S(=O)(=O)Nc3ccc(F)cc3)c2)N2CCCC2)cc1 (stereo not given) | -4 | -4 | -13
CN1CCN(c2ccccc2NC(=O)c2ccc(-c3cccc([N+](=O)[O-])c3)o2)CC1 | 0 | -1 | -2
CC(/C=C1\SC(=O)N(CCCC(=O)O)C1=O)=C\c1ccccc1 | -18 | -5 | 11
O=C(NC(=S)NNC(=O)c1ccccc1O)c1ccco1 | -33 | -44 | -3
CCN1C/C(=C\c2cc(OC)c(OC)c(OC)c2)C2=NN(c3ccccc3)C(c3cc(OC)c(OC)c(OC)c3)C2C1 (stereo not given) | 18 | -1 | 2
O=[N+]([O-])c1ccc2c(c1)Cc1cc(F)ccc1-2 | -2 | -7 | 3
CC1(C)OC2OC3C(CN)OC(c4ccccc4)OC3C2O1 (stereo not given) | 1 | -4 | 3
Cc1ccc(S(=O)(=O)N2CCN(C(=O)COC(=O)/C=C/c3ccc(Cl)cc3)CC2)c(C)c1 | 1 | 5 | -6
Nc1ccn(C2OC(COC(=O)C34CC5CC(CC(C5)C3)C4)C(O)C2O)c(=O)n1 (stereo not given) | 2 | -6 | 3
CC(NC(=O)c1cccc(S(=O)(=O)N2CCN(Cc3ccccc3)CC2)c1)c1ccccc1Cl (stereo not given) | 16 | -2 | -52
Cc1cc(S(=O)(=O)ON2C(=O)c3ccccc3C2=O)ccc1F | 65* | 4 | -1
O=C(O)c1ccc(N/N=C/c2ccc(-c3ccccc3)cc2)cc1 | -15 | -1 | 35
NS(=O)(=O)c1ccc(CCNC(=O)/C=C/c2ccc(S(=O)(=O)N3CCOCC3)cc2)cc1 | 1 | -2 | -4
CCCCn1c(N)c(N(CCOC)C(=O)c2cc(S(=O)(=O)N3CCOCC3)ccc2Cl)c(=O)[nH]c1=O | -9 | 1 | -19
COc1ccc(-c2csc(Nc3cccc(C)n3)n2)cc1C | 37 | 3 | 0
COc1cc2c(c(OC)c1OC)-c1ccc(SC)c(=O)cc1C(NC(=O)c1ccccc1)CC2 (stereo not given) | 16 | 5 | 5
O=C(NN=Cc1cc(Cl)ccc1[N+](=O)[O-])c1cccc2ccccc12 | 15 | -3 | -9
O=CNc1ccc2c(c1)Cc1cc([N+](=O)[O-])ccc1-2 | 3 | -3 | -17
O=C(NCC1CCCCC1)NCC1CCCCC1 | 12 | -4 | -14
CCN1C[C@@H]2[C@@H]3C(=O)N(Cc4ccccc4)C(=O)[C@@H]3[C@](CC)(C1=O)N2C(=O)c1ccc(Cl)c(Cl)c1 | -15 | 0 | -9
COc1cccc(C=NNC(=O)CCCC(=O)NN=Cc2cccc(OC)c2)c1 | 14 | -4 | -10
O=C(Nc1cc(Br)ccc1O)c1cc(-c2ccco2)on1 | 5 | -4 | 14
O=C(C=Cc1ccccc1)Nc1ccccc1 | 27 | 1 | -1
COc1cc2c(cc1OC)C(Cc1ccccc1[N+](=O)[O-])=NCC2 | 45 | 14 | 4
O=C1/C(=C\c2ccc(Cl)cc2)CCC1CNc1ccc(Cl)cc1 (stereo not given) | 33 | 1 | 3
O=C(Cc1ccc([N+](=O)[O-])cc1)Oc1ccccc1 | -3 | -1 | -1
COc1cc2c(cc1NC(=S)NC(=O)/C=C/c1ccc(OC)c(OC)c1)oc1ccccc12 | -16 | -1 | 8
COc1cc(N=Nc2cccc(S(N)(=O)=O)c2)c2ccccc2c1N | 44 | 25 | -13
Cc1cn(CC(=O)N[C@H](CO)Cc2c[nH]c3ccccc23)c(=O)[nH]c1=O | 13 | 2 | 0
Cn1c2nc(=O)[nH]c(=O)c-2cc2ccccc21 | -7 | -3 | -3
Cc1ccc(C2/C(=C(\O)c3c(C)nc4c(C)cccn34)C(=O)C(=O)N2CCN(C)C)o1 (stereo not given) | 2 | 3 | -5
C=C1c2nc3ccccc3n2C=C(c2ccc(C)cc2)N1c1ccccc1 | 46 | 18 | 7
NS(=O)(=O)c1ccc(CCNC(=O)c2ccc(Cl)c(S(=O)(=O)N3CCCCCC3)c2)cc1 | -8 | -4 | -7
O=C1ON(Cc2ccccc2)C(c2ccccc2)N1c1ccccc1 (stereo not given) | -7 | -2 | 4
O=C(NCCc1ccccc1)c1cccc(NC(=O)C2CCCCC2)c1 | -1 | -6 | -2
COc1ccc(NC(=O)CN(C)C(=O)c2ccc(C)c(S(=O)(=O)N3CCCCC3)c2)cc1 | -14 | -2 | -6
Cc1cc(Br)c(Oc2cc(NN3CCCCC3)c([N+](=O)[O-])cc2[N+](=O)[O-])c(Br)c1 | -11 | 3 | -1
CCN(C(=O)COC(=O)CCOc1ccccc1C)c1c(N)n(Cc2ccccc2)c(=O)[nH]c1=O | 0 | -1 | -6
N#CC1C(=O)NC(c2ccccc2)=CC1c1ccccc1 (stereo not given) | -322 | -17 | 9
CCOC(=O)C1C(=O)C=C(c2ccc(C)cc2)CC1c1ccc([N+](=O)[O-])cc1 (stereo not given) | 5 | -2 | -10
O=C1NC(=S)NC1Cc1ccc(O)cc1 (stereo not given) | -10 | -3 | -2
O=S(=O)(Nc1ccc2ccccc2c1)N1CCCCC1 | 11 | 2 | -8
O=C(CNC(=O)c1cc(S(=O)(=O)N2CCOCC2)ccc1N1CCCC1)Nc1ccc(F)c(F)c1 | -8 | -6 | 2
COc1cccc(CC(NC(C)=O)C(=O)NC2CCN(c3c4c(nc5ncnn35)CCC4)CC2)c1 (stereo not given) | 9 | -2 | -5
COc1cc2c(c(OC)c1OC)C(=O)CO2 | 11 | -6 | -16

Following part:
mol | PfGluPho inh | HKDC1 inhibitor | ATG4B inh
CCOC(=O)/C(=C/c1ccc(N2CCC(c3ccccc3)=N2)cc1)C(C)=O | 4 | 23 | -3
CC(=NNc1nc2ccccc2o1)c1cc2ccccc2cn1 | 40 | -48 | -1
CC1CCCCC1NC(=O)CSc1ccsc1[N+](=O)[O-] (stereo not given) | -8 | 7 | 3
CCCCCC(O)CCCC(=O)O (stereo not given) | -6 | -12 | -1
COc1cc(-c2cc(O)c(-c3ccc4ccccc4n3)c(=O)[nH]2)cc(OC)c1OC | 13 | 3 | -8
CC(C)(C)OC(=O)N1CCCC(C(=O)Nc2cccc(C(=O)N3CCOCC3)c2)C1 (stereo not given) | -2 | -6 | 3
CC1Cc2cc(-c3csc(NC(=O)CCl)n3)ccc2N1C(=O)C1CC1 (stereo not given) | 0 | -1 | -5
N#Cc1ccccc1NC(=O)CSc1nnc(-c2ccc(F)cc2)n1-c1ccccc1 | -14 | -1 | 6
CCN(C(=O)COC(=O)c1cc2ccccc2cc1OC)c1c(N)n(Cc2ccccc2)c(=O)[nH]c1=O | 7 | -5 | -44
Nc1c(-c2ccccc2)cnc2cc(-c3ccccc3)nn12 | 14 | 6 | 14
COCC(=O)N1C[C@H]2CON(C)[C@H]2C[C@H]1c1cccc(-c2ccc(C#N)cc2)c1 | 26 | 1 | 9
CN(CCc1ccccc1)C(=O)c1ccc(NC(=O)Cc2ccc(NC(=O)C3CCCN(C(=O)CCc4ccccc4)C3)cc2)cc1 (stereo not given) | -13 | -3 | -6
COC(=O)c1ccccc1NC(=O)CCS(=O)(=O)c1ccc(Br)cc1 | 12 | -6 | -7
Cc1ccc(-n2nnnc2C(Cl)c2nnnn2-c2ccc(C)cc2)cc1 | -1 | 25 | -19
Cc1cnc(N=Nc2ccccc2)[nH]1 | 14 | -7 | -2
Cc1ccccc1Cn1c(=N)n(CC(=O)c2ccc([N+](=O)[O-])cc2)c2ccccc21 | 24 | 9 | -2
OCCN1CCSC1=S | -1 | -6 | -7
O=C1C(=NO)CC(c2ccccc2)N1c1ccccc1 (stereo not given) | 7 | -7 | 0
COC(=O)c1ccc(COc2ccc(F)cc2)o1 | 14 | -4 | 2
Cc1cc(C(=O)Nc2ccncc2)c(C)o1 | -17 | -5 | 1
CN(CCc1ccccc1)C(=O)c1ccc(NC(=O)Cc2ccc(NC(=O)C3CCN(S(=O)(=O)c4cccc([N+](=O)[O-])c4)CC3)cc2)cc1 | -6 | -3 | -4
O=S(=O)(NC(CO)Cc1ccccc1)c1cc(Cl)ccc1F (stereo not given) | 6 | 2 | -10
CCOC(=O)C1CCNC(=O)C1=O (stereo not given) | 0 | -6 | 2
Cc1n[nH]c2ccccc2c1=O | 6 | -1 | 9
O=C(Nc1ccccc1)Nc1cc(OCC(F)(F)F)cc(OCC(F)(F)F)c1 | 17 | 7 | 32
O=C1C(=NO)CCCc2ccccc21 | 6 | -8 | -1
Cc1ccc(NC(=O)c2ccc(Cl)c(S(=O)(=O)N3CCc4ccccc43)c2)nc1 | 5 | -3 | -4
Cc1cc(C(=O)Nc2nc(C)c(C(=O)N(C)C)s2)ccc1[N+](=O)[O-] | -6 | -6 | -3
CCCc1cc(=O)[nH]c(N2CCN(Cc3ccc4c(c3)OCO4)CC2)n1 | -6 | -4 | -4
CCC/C(C)=C/c1ccc(CC)cn1 | 8 | 0 | 2
c1ccc2nc3c(ccc4ccccc43)cc2c1 | 10 | -4 | -3
CN(C(=O)c1cccc(NC(=O)Cc2ccc(NC(=O)C3CCCN(C(=O)C4CC4)C3)cc2)c1)C1CCCCC1 (stereo not given) | -1 | -4 | -9
O=C1CC(c2ccccc2)C(=O)N2C(=O)CC(c3ccccc3)C(=O)N12 (stereo not given) | -1 | -8 | -1
CCC(=O)N1CCc2cc(S(=O)(=O)NC(Cc3ccccc3)C(=O)NC3CCCCC3)ccc21 (stereo not given) | 4 | -10 | -6
CCOC1=C(C#N)CC2(CC1)c1ccccc1-c1ccccc12 | 35 | 1 | 0
O=C(O)C1=C[C@@H](O)[C@@H](O)[C@H](O)C1 | -11 | -3 | -2
COc1ccc(N(C)S(=O)(=O)c2cccc(C(=O)N3CCN(c4cccc(C)c4C)CC3)c2)cc1 | 0 | -1 | 0
COc1ccccc1C1/C(=C(/O)c2cnn(-c3ccccc3)c2C)C(=O)C(=O)N1CCN(C)C (stereo not given) | -6 | 12 | 8
CC(=O)N1CCOc2ccc(S(=O)(=O)NC[C@H]3O[C@@H](n4ccc(=O)[nH]c4=O)[C@H](O)[C@@H]3O)cc21 | -9 | -7 | 3
Cn1ncc2c(=S)nc(Cl)[nH]c21 | 30 | -3 | -4
O=c1oc(=O)c2ccccc2c2ccccc12 | 6 | -3 | -4
CC(=O)Nc1ccc2c(c1)C(N1CC3CCC(CC3)C1)c1ccccc1-2 (stereo not given) | -2 | 10 | -7
CC(C)CN(C(=O)Cn1c(C(F)(F)F)nc2ccccc21)c1c(N)n(Cc2ccccc2)c(=O)[nH]c1=O | 1 | -2 | -17
COc1ccc(/C=N/NC(=O)c2ccccc2F)cc1CN1CCN(c2ccc(F)cc2)CC1 | -12 | 17 | 8

One compound at a time, as listed above. Values in the order: PfGluPho inh, HKDC1 inhibitor, ATG4B inh
O=C(NCCc1ccccc1)c1cccc(NC(=O)C2CCCCC2)c1 in the list: -1, -6, -2
COc1cc2c(cc1OC)C(Cc1ccccc1[N+](=O)[O-])=NCC2 in the list: 45, 14, 4
COc1ccc(-c2csc(Nc3cccc(C)n3)n2)cc1C in the list: 37, 3, 0
Cc1cnc(N=Nc2ccccc2)[nH]1 in the list: 14, -7, -2
O=C(O)C1=C[C@@H](O)[C@@H](O)[C@H](O)C1 in the list: -11, -3, -2
